# Growth percent in the NCI-60 one-dose screen (48 h, 10 µM unless noted): 100 = growth as untreated, 0 = no growth, -100 = all killed.
# HL-60(TB) – HL-60(TB) leukemia cells; 78,000 tested, 9% active; AID 1794776; active = growth percent below 10
# The depositor's hits bear a star; & = joins results of further samples; [ ] = remark or other dose. An excerpt. The share of hits here may be higher or lower than overall.
compound | HL-60(TB)
O=S(=O)(Nc1ccccc1Cl)c1ccccc1 | 87
COc1cc(/C=C2\Oc3cc(O)ccc3C2=O)cc(OC)c1OC | 123
Cc1ncn(-c2ccc(/C=N/Nc3ccnc4cc(Cl)ccc34)cc2)c1C | -40*
O=C(O)/C=C/C(=O)Nc1ccc([N+](=O)[O-])cc1 | 95
COc1ccc(-n2c(SCc3nnc(NC(=O)c4ccccc4)s3)nc3ccc(Cl)cc3c2=O)cc1 | 113
CCN(CC)c1ccnc(CNCCSC(c2ccccc2)(c2ccccc2)c2ccc(OC)cc2)c1 | -34*
O=[N+]([O-])c1cccc(F)c1O | 107
CC1(O)CCC2CC3OC3(C)CCC3OC3(C)CCC1C2(C)C (configuration not stated) | 120
CCCCCCCN(CCCCCCC)C(=N)c1ccnc2ccccc12 | -64*
O=[N+]([O-])c1cccc2cc(S(=O)(=O)O)ccc12 | 77
O=[N+]([O-])c1cccc(-c2nnc3c(/C=C/c4ccc(Br)cc4)nc4ccccc4n23)c1 | 88
c1cc(CCNC2CCCCC2)ccn1 | 105
CC[n+]1c(C)ccc2cc(C)ccc21 | 87
Cc1ccccc1-n1nnc(C(=O)Nc2nc3ccc(F)cc3s2)c1C | 1.1*
c1ccc(CN(c2ccccc2)C2CCCCCCC2)cc1 | 103
N#CC(c1ccc(Cl)cc1)c1c(Cl)cc(-n2ncc(=O)[nH]c2=O)cc1Cl (configuration not stated) | 78
COc1ccccc1CNCCCN1C(=O)c2ccc3c4c(ccc(c24)C1=O)C(=O)N(CCCNCCCNCCCN)C3=O | 92
CCC(O)C(C)(C)C (configuration not stated) | 114
CC(C)C(NC(=O)C1(NC(=O)OCc2ccccc2)CCCC1)C(=O)O (configuration not stated) | 91
COc1ccc(C(=O)O)nc1C | 92

# Reformatted field by field: part of the list above.
CCN(CC)c1ccnc(CNCCSC(c2ccccc2)(c2ccccc2)c2ccc(OC)cc2)c1
  HL-60(TB): -34*

O=[N+]([O-])c1cccc(F)c1O
  HL-60(TB): 107

CC1(O)CCC2CC3OC3(C)CCC3OC3(C)CCC1C2(C)C (configuration not stated)
  HL-60(TB): 120

# Part of the list above in a different format:
COc1ccccc1CNCCCN1C(=O)c2ccc3c4c(ccc(c24)C1=O)C(=O)N(CCCNCCCNCCCN)C3=O
  HL-60(TB) = 92

CCC(O)C(C)(C)C (configuration not stated)
  HL-60(TB) = 114

CC(C)C(NC(=O)C1(NC(=O)OCc2ccccc2)CCCC1)C(=O)O (configuration not stated)
  HL-60(TB) = 91

# An excerpt from above in order of heavy-atom count, smallest number first.
compound | HL-60(TB)
c1cc(CCNC2CCCCC2)ccn1 | 105
O=C(O)/C=C/C(=O)Nc1ccc([N+](=O)[O-])cc1 | 95
CCCCCCCN(CCCCCCC)C(=N)c1ccnc2ccccc12 | -64*

# (further entries)
compound | HL-60(TB)
O=C(NCCO)C(=O)NCCO | 106
O=C(Nc1ccc([N+](=O)[O-])cc1)Nc1ccc2c(ccn2C(=O)c2cccc(F)c2)c1 | 27
Cc1ccc(C(CCl)(c2ccccc2)c2ccccc2)cc1 | 93
Clc1ccc(-c2csc3cccc[n+]23)cc1 | 98
Clc1cccc(-c2nnc(-c3nc4ccccc4nc3Cl)o2)c1 | 99
O=C(CCC1CCCCC1)OCc1ccccc1 | 104
Brc1ccccc1-c1nnc(Cn2cc(-c3ccccc3)nn2)o1 | 102
Cc1cc(C)c2c(N)c(C(=O)c3ccccc3)sc2n1 | 100
S=C(c1ccc2c(c1)OCO2)N1CCN(c2ccccc2Cl)CC1 | 88
Cc1c(C(=O)NC(Cc2ccccc2)C(=O)C(=O)NCCc2ccccn2)[nH]c2ccccc2c1=O (configuration not stated) | 87
O=S(=O)(c1ccc(NCn2ccnc2)cc1)c1ccc(NCn2ccnc2)cc1 | 105
O=C(O)c1ccccc1Nc1ccccc1 | 120
COC(=O)[C@@]12CC=C(C)[C@]3(C[C@H](c4ccoc4)OC3=O)[C@H]1C=C[C@@H](O)[C@@]2(O)C(=O)OC | 107
O=C(OC(c1ccccc1)C(OC(=O)c1ccccc1)c1ccccc1)c1ccccc1 (configuration not stated) | 81
CCOC(=O)/C(CC)=N\O | 105
C1CN(CCN2CCOCC2)CCO1 | 85
O=C1C[C@H](Sc2nc(-c3ccc(F)cc3)cc(C(F)(F)F)n2)[C@H]2CO[C@@H]1O2 | 47
COc1cc(-n2cc(COc3ncnc4sc5c(c34)CCCC5)nn2)cc(OC)c1OC | 92
CC(Cl)(CCl)C(N)=O (configuration not stated) | 100
CC1(C)CC(=O)C(C(N)=O)C(=O)C1 | 81
Cc1ccc(/C=C2\SC(N3CCCCC3)=NC2=O)s1 | 94
C(=N\N=C1c2ccccc2-c2ccccc21)/c1ccc2c(c1)OCO2 | 71
COc1cccc(C(c2cc3c(cc2O)OCO3)N2CCOCC2)c1OC (configuration not stated) | 97
Cc1cc(C)n(-c2nc(-c3cc4ccccc4oc3=O)cs2)n1 | 99
COc1ccc(-c2c(C#N)c(-c3ccco3)nc3c2c(-c2ccccc2)nn3-c2ccccc2)cc1 | 104
C#CCOC(=O)[C@H](C)[C@@H]1CC[C@]2(COC(C)=O)CC[C@]3(C)[C@H](CC[C@@H]4[C@@]5(C)CC[C@H](OC(C)=O)C(C)(C)[C@@H]5CC[C@]43C)[C@@H]12 | 50
CCOc1ccc(Cn2c(-c3nonc3N)nc3ccccc32)cc1OCC | 97
Oc1c(-c2cc(C(F)(F)F)[nH]n2)cc(Cl)c(OCc2ccc(Cl)cc2)c1-c1ccc(Cl)c(C(F)(F)F)c1 | -11*
COc1cc(/C=C/C(=O)c2cc(OC)c(OC)c(OC)c2)cc(OC)c1OC | 84
CC(=O)N(C(C)=O)c1ccc(N=Nc2ccccc2C)cc1C | 65&69
O=C(O)c1ccc(-n2cc(CNc3ccc(Cl)cc3)c(-c3ccccc3)n2)cc1 | 95
COC(=O)c1c[nH]c2cc(OC(C)C)c(OC(C)C)cc2c1=O | 106
O=c1cc(O)nc[nH]1 | 105
C=CCCC1(CC)C(=O)NC(=O)NC1=O | 106
Cc1ccc(Nc2cc(N)nc(N)n2)cc1 | 100
NC(=O)c1ccccc1C(=O)O | 90
N#CC1=C2NCCCNc3oc(nc3C#N)Cc3ccccc3CC(=N1)O2 | 63
C=C(C)[C@@H]1CCC[C@]2(C(=O)O)CC[C@]3(C)[C@@H](CC[C@@H]4[C@@]5(C)C/C(=C/c6ccncc6)C(=O)C(C)(C)[C@@H]5CC[C@]43C)[C@@H]12 | -5.1*
COc1cc2nc3cc([N+](=O)[O-])ccc3c(NCCNCC(C)(C)O)c2cc1OC | -13*
O=C(O)CCCN1C(=O)/C(=C/c2cn(-c3ccccc3)nc2-c2cccc([N+](=O)[O-])c2)SC1=S | 73
O=c1[nH]c2nnc(/C=C/c3ccco3)c(=O)n2nc1/C=C\c1ccco1 | 78
O=C(Oc1ccc[nH]c1=O)c1cccc(Cl)c1 | 88
O=c1cc(-c2ccccc2)oc2cc(OCCCNCc3ccccc3)cc(O)c12 | -46*
CC(C)(C)CC(C)(C)NS(=O)(=O)NC(C)(C)CC(C)(C)C | 89
C=CCSc1ccc(C)cc1 | 77
COC(=O)c1ccc(NC(=O)CSc2nc3ccccc3s2)cc1 | 87
C[C@@H]1O[C@@H](O[C@H]2[C@@H](OC(=O)[C@]34CCC(C)(C)C[C@H]3C3=CC[C@@H]5[C@@]6(C)C[C@H](O)[C@H](O[C@@H]7O[C@H](CO)[C@@H](O)[C@H](O)[C@H]7O)[C@@](C)(CO)[C@@H]6CC[C@@]5(C)[C@]3(C)C[C@H]4O)OC[C@@H](O)[C@@H]2O)[C@H](O)[C@H](O[C@@H]2OC[C@@H](O)[C@H](O[C@@H]3OC[C@](O)(CO)[C@H]3O[C@@H]3OC[C@@H](O)[C@H](O)[C@H]3O)[C@H]2O)[C@H]1O[C@@H]1OC[C@](O)(CO)[C@H]1O | 21
COc1ccc(NC2=C(Cl)C(=O)C(C)=C(C)C2=O)cc1OC | 88
CC(C)C(=O)Nc1cccc(C(=O)NC(=S)Nc2ccc(C(=O)O)cc2)c1 | 104[100 µM]
COc1ccc(CNC(=O)C(O)C(Cc2ccccc2)NC(=O)c2[nH]c3ccccc3c(=O)c2C)cc1 (configuration not stated) | 99
O=C(CN(C(=O)c1ccccc1)C(=O)c1ccccc1)OCc1ccccc1 | 84
Cc1ccccc1NC(=O)N(O)C1(C#N)CCCCC1 | 113
NS(=O)(=O)c1ccc(C2C3=C(CCCC3=O)OC3=C2C(=O)c2ccccc2C3=O)cc1 (configuration not stated) | -40*
O=C(c1ccccc1)N(C(=O)c1ccccc1)N1CCCC1 | 120
Clc1ccc(C2=Nn3c(nnc3-c3cc(Cl)cc(Cl)c3Cl)SC2)cc1 | -15*
CNC(=O)c1cc(N2CCc3cc(NC(=O)Nc4ccc(N5CCN(C)CC5)c(C(F)(F)F)c4)ccc32)ccn1 | 79
Fc1ccc2nc3c(cc2c1)CSc1nnc(-c2ccc[nH]c2=S)n1N3 | 106
NS(=O)(=O)c1ccc(CN2C(=O)CCC2=O)cc1 | 104
O=C(Oc1ccccc1)c1ccc(Cl)cc1 | 103
CC(=O)O[C@H]1CC[C@]2(C)[C@H]3CC[C@@H]4[C@H]5[C@H](C(C)C)CC[C@]5(C(=O)NCCN=C(N)N)CC[C@@]4(C)[C@]3(C)CC[C@H]2C1(C)C | 52

# (listing goes on)
compound | HL-60(TB)
CCCCOC(=O)c1ccccc1C(=O)OC(C)C(=O)OCCCC (configuration not stated) | 101
COc1ccc(-c2onc(N)c2-c2cc(OC)c3c(c2)OCO3)cc1 | -31*
Nc1nc(Nc2ccccc2SSc2ccccc2Nc2nc(N)nc(-c3ccc(C(F)(F)F)cc3)n2)nc(-c2ccc(C(F)(F)F)cc2)n1 | -17*
COC(=O)CC[C@@H]1O[C@@H](c2ccc(F)cc2)C[C@H]1O | 111
CC1=CNC(=O)CC(C)(C)C1 | 101
Cc1nn(-c2ccccc2)c2nc(C)n(C(=O)N/N=C/c3cccc([N+](=O)[O-])c3)c(=O)c12 | 74
CCCCCCN(CCCCCC)CC(O)c1ccc2cc(Br)c3ccccc3c2c1 (configuration not stated) | 101
Ic1ccc2c(c1)C1c3ccccc3C2c2ccccc21 | 97
Cc1c(NCc2nnc3n(Cc4ccccc4)c(=O)c4c5c(sc4n23)CCCC5)c(=O)n(-c2ccccc2)n1C | 80
COc1ccc(N/N=C(\C#N)C(=O)Nc2cc(-c3ccccc3)nn2-c2ccccc2)cc1 | 53
CCOc1ccc(N2C(=O)C(=O)C(C#N)(c3nc4ccccc4o3)C(=O)C2=O)cc1 | 103
CC(=O)OCC1CC2(Cl)C(Cl)=C(Cl)C1(Cl)C2(Cl)Cl (configuration not stated) | 89
NS(=O)(=O)c1ccc(NC(=O)CSc2ccc(-c3ccc(Cl)cc3)nn2)cc1 | 97
CC(=O)C1=C(C)NC(SCc2nnc(-c3ccc(Cl)cc3)o2)=NC1c1ccc(Cl)cc1 (configuration not stated) | 60
CCCC/C=C(\C)C(C)(C#N)C(=O)OCC (configuration not stated) | 98
Cc1cc(=O)n2c(C(=O)N/N=C/c3ccncc3)nn(-c3ccc(S(N)(=O)=O)cc3)c2n1 | 99
COc1cc(/C=C\c2cc(/C=C\c3ccc(O)c(OC)c3)n(C(=O)CNc3ccc(F)c(Cl)c3)n2)ccc1O | 72
CCCCCCCc1n(Cc2ccc3ccccc3c2)c2ccccc2[n+]1Cc1ccc2ccccc2c1 | -64*
CN1c2ccnn2CC1c1ccccc1 (configuration not stated) | 105
O=C1N/C(=N/N=C(c2ccccc2)c2ccccc2)S/C1=C\c1ccccc1 | 80
CNC(=O)c1nc(Nc2ccc(NC(=O)Nc3ccc(Cl)cc3)cc2)c2ccccc2n1 | 93
Cc1c(C(=O)N=Nc2c(O)[nH]c3ccccc23)oc2ccccc12 | 96
COc1ccc(NC(=O)CSc2oc(-c3ccccc3)nc2S(=O)(=O)c2ccc(C)cc2)c(OC)c1 | 81
Cc1cc(C)c2c(n1)sc1c(NCc3ccccc3)ncnc12 | 109
O=C(Nc1ccccc1)c1c(-c2ccccc2)[n+](=O)c2ccc(Cl)cc2n1[O-] | 87
O=C(O)c1ccccc1C(=O)c1ccc(F)cc1 | 103
CCCNC(=O)C[C@@H](CCC(F)(F)F)C(=O)N[C@H]1N=C(c2ccccc2)c2ccccc2N(C)C1=O | 99
O=C1Nc2ccc(Cl)cc2/C1=N/c1nc(-c2ccc(Cl)cc2)cs1 | -32*
Cn1c(=O)c2[nH]c(NN=O)nc2n(C)c1=O | 100
COc1cc(Cc2cnc(N)nc2N)cc(OC)c1OC | 137&107
O=C(Nc1ccc(C(F)(F)F)cc1)Nc1ccc(F)c(C(=O)c2c[nH]c3ncccc23)c1F | 34
O=C1C(=O)N(CCCCn2cc(-c3ccccc3)nn2)c2ccccc21 | 118
COc1ccc(S(=O)(=O)N/N=C/C(=O)OCOC(=O)C(C)(C)C)cc1 | 100[100 µM]
COc1ccc(C2C(C#N)=C(N)Oc3c2c(C)nn3-c2ccc(Cl)cc2)cc1 (configuration not stated) | 102
CCCCn1c(=O)c(/C=C/C(=O)/C=C(/C=C/c2cc3cc(OC)ccc3n(CCCC)c2=O)OB(F)F)cc2cc(OC)ccc21 | 96
Oc1ccc(C2=NN(c3ccccc3)C(c3ccccc3)C2)cc1 (configuration not stated) | 91
Cn1c2nc(=O)n(-c3ccccc3)c(=O)c-2nc2c1CCCC2 | 133
CC1(C)NC(=S)NC1=O | 90
C=C(C)[C@@H]1CC[C@]2(C(=O)N[C@@H](Cc3ccccc3)C(=O)O)CC[C@]3(C)[C@H](CC[C@@H]4[C@@]5(C)CCC(=O)C(C)(C)[C@@H]5CC[C@]43C)[C@@H]12 | 81
CCC(=O)Oc1c(C)cc(O)c2ccccc12 | 69
COc1ccc(-c2cc(-c3nnc(SC/C(=N/O)c4ccccc4)o3)c3cc(OC)ccc3n2)cc1 | 113

# High-throughput results: PubChem BioAssay, NCI
